TRPM1 prom inh – inhibitors of MITF-dependent TRPM1 promoter reporter, primary screen, cell-based, SK-MEL-5, single point, luciferase | SK-MEL-5 TRPM1 promoter luciferase, 24 h | inhibition, % at 12.5 µM | hit rate 0.83% among 330,000 | AID 488899, 2010;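 active = mean inhibition across replicates of 60% or more, whatever share of single replicates reaches that level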; note: values of inactives mirror those of a sister screen read the other way
Shn3 inh set2 – reduction of Shn3 3'UTR firefly luciferase signal, primary screen, Schnurri-3 inhibitor project, cell-based, Clone20 osteoblasts, set 2 | Clone20 osteoblast Shn3 3'UTR firefly luciferase, 24 h | inhibition, % at 12.5 µM | hit rate 0.52% among 360,000 | AID 588674, 2011;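 active = mean inhibition of at least 75% with every replicate also reaching 75%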;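 note: 0% = median of neutral control wells and 100% = pilot-screen positive control compound; some compounds past the cut are filed as inactive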
CF NFkB inh – inhibitors of PAF-induced NF-kB signaling, primary screen, cell-based, GFP fluorescence, uHTS; KKLEB NF-kB-GFP reporter, GFP fluorescence overnight; inhibition, % at 5 µM; hit rate 0.86% among 360,000;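 active = at least 50% inhibition at 5 µM, scaled per plate between neutral and stimulator controls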;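 note: PAF is a Pseudomonas aeruginosa culture filtrate used as stimulus; plate controls were PAF-stimulated DMSO wells for no effect and unstimulated DMSO wells for full effect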
HIF-2a inh – HIF-2a reporter inhibitors, primary screen, luminescence, 786-0 RCC cells | hit rate 0.72% among 360,000 | 786-0 RCC cells HIF-2a reporter, luciferase luminescence, overnight | inhibition, % at 18.8 µM | AID 624352, 2012;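 active = inhibition of the luminescence signal of 40% or more relative to plate controls, in a single-dose primary screen at 18.75 µM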
aDG glyco act – activators of alpha-DG glycosylation, primary screen, uHTS, Pro5-aDG cells, AlphaScreen | alpha-DG glycosylation AlphaScreen (IIH6); 0% Pro5, 100% B10-LARGE cell signal | hit rate 0.22% among 360,000 | activation, % at 10 µM;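 active = activation of at least 8% versus controls, or a plate z-score of at least 8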;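 note: Pro5 are CHO cells carrying HIG-tagged alpha-DG that lacks glycosylation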
Peg3 prom inh – Peg3 promoter-driven luciferase inhibitors, primary screen, cell-based, HeLa, luciferase luminescence | HeLa PEG-Prom luciferase reporter, overnight | inhibition, % at 20 µM | hit rate 1.7% among 360,000;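 active = inhibition of at least 50% at 20 µM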
NR2E3 ag-1 – inhibitors of NR2E3-RetCOR corepressor binding, primary screen, NR2E3 agonist project, biochemical, TR-FRET, GST-NR2E3, biotin-RetCOR; hit rate 0.12% among 320,000; 1536-well; AID 2300, 2010; inhibition of corepressor binding, % at 4.78 µM;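 active = percent inhibition above the cutoff of mean plus 3 SD of all tested compounds, set per screening campaign, cut at about 20% in these data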;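 note: 0% = DMSO wells and 100% = biotin wells as full block of FRET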
Target sequence (Q9Y5X4 whole entry, looked up): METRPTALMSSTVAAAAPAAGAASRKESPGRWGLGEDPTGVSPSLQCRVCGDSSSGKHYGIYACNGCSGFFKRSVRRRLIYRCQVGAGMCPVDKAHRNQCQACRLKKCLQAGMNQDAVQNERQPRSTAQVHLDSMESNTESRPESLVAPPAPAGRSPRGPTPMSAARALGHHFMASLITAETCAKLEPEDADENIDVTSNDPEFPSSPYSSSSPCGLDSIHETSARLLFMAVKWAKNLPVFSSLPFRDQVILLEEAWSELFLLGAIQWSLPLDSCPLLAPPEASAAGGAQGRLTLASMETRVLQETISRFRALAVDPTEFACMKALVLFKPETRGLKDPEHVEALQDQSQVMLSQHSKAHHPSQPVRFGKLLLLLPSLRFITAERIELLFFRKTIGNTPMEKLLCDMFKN
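Material – GST-tagged NR2E3 plus biotinylated RetCOR corepressor · Quantity – NR2E3 fusion 1.35 nM · Times – 5 h incubation at 4 °C · Medium – pH 7.5 Tris-based buffer · Technique – TR-FRET, Eu(K)-anti-GST donor, streptavidin-D2 acceptor, ex 340, em 617/671 nm · Benchmarks – high control biotin, low control 0.6% DMSO · Format – 1536-well plates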
TWEAK-Fn14 inh – inhibitors of TWEAK-Fn14 signaling, primary screen, luciferase reporter cells, uHTS; TWEAK-stimulated Fn14 reporter cells, luciferase luminescence, 8 h; inhibition, % at 10 µM; hit rate 2% among 360,000; AID 1159606, 2016; in the data active = inhibition above about 50%
iPSC survival up – enhancers of single-cell hiPSC survival, primary screen, ATPlite luminescence. 100% = ROCK inhibitor wells, 0% = DMSO. AID 602274, 2012. hit rate 0.044% among 360,000. survival enhancement, % at 20 µM; in the data active = survival enhancement above about 18%;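 note: cells exposed to compounds for 16 hours before the ATP read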
NR2E3 ag-2 – NR2E3 agonists in two-hybrid cells, primary screen, cell-based, luminescence, CHO-S, Gal4-NCOR/VP16-NR2E3. hit rate 0.35% among 360,000. luciferase. Photoreceptor-specific nuclear receptor (Homo sapiens), Q9Y5X4. AID 602229, 2012. inhibition of corepressor binding, % at 3.98 µM;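 active = inhibition above the mean of all tested compounds plus 3 SD, cut at about 70% in these data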;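 note: 0% = DMSO with NR2E3 transfected cells and 100% = cells lacking NR2E3 construct; higher means lower luciferase signal from less NR2E3 corepressor binding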
KKLEB tox – cytotoxicity in KKLEB CF airway cells, primary screen, cytotoxicity control for CF NF-kB inhibitor project, cell-based, uHTS, fluorescence assay plates. AID 602141, 2011. hit rate 0.36% among 360,000. activity change (cytotoxicity), % at 5 µM. KKLEB CF airway cells viability, ATPlite luminescence, overnight; active compounds read low; cells stimulated with P. aeruginosa culture filtrate;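 active = corrected activity change at or below -50% at 5 µM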
Numbers without * were called inactive; . = no result given.

no.	SMILES	CF NFkB inh	iPSC survival up	NR2E3 ag-2	HIF-2a inh	Shn3 inh set2	Peg3 prom inh
1	O=C(O)c1cccc(NS(=O)(=O)c2ccc3c4c(cccc24)C(=O)N3)c1	1	0.1	-5	15	1	11
2	CC(=O)c1ccccc1NS(=O)(=O)c1cccc2nsnc12	-4	-0.1	-22	18	2	6
3	Cc1ccc(NC(=O)CSCC(=O)Nc2cc(C(F)(F)F)ccc2N2CCOCC2)cc1	2	0.3	-14	4	9	9
4	COc1ccc(NC(=O)Cn2nnc(-c3ccc(CN4CCOCC4)cc3)n2)c(OC)c1	1	0.0	-4	10	-1	19
5	Cc1ccc(NC(=O)COC(=O)[C@H](C)NC(N)=O)c(C)c1	0	3.5	12	15	3	2
6	COc1ccc(CN2C(=O)C(Cc3ccccc3)Nc3ncnc(N4CCCCC4)c32)cc1 (centres undefined)	-11	-1.8	-2	7	3	6
7	Cc1ccc(S(=O)(=O)N2CCC(C(=O)N[C@H](C(=O)NCC3CCCO3)C(C)C)CC2)cc1 (some centres undefined)	-2	-0.3	-30	18	3	15
8	CC(C)NC(=O)Cn1nnc(-c2ccccc2)c1COc1ccc2ccccc2c1	23	-2.2	-8	10	9	12

no.	TRPM1 prom inh	KKLEB tox	NR2E3 ag-1	TWEAK-Fn14 inh	aDG glyco act
1	9	1	-2	-34	0.0
2	-11	-4	3	19	0.0
3	-11	4	-1	-5	0.9
4	0	-5	0	-15	-0.3
5	-2	8	0	7	-0.1
6	9	4	1	-20	-0.7
7	1	8	3	-5	-0.3
8	.	-6	.	8	0.4

Next structures follow:
no.	SMILES	CF NFkB inh	iPSC survival up	NR2E3 ag-2	HIF-2a inh	Shn3 inh set2	Peg3 prom inh
9	CCN(C(=O)COC(=O)c1c2c(nc3ccccc13)/C(=C/c1ccccc1)CC(C)C2)C1CCS(=O)(=O)C1 (centres undefined)	23	-1.8	-23	7	4	29
10	Cc1cnc(C(=O)Nc2ccc(C)c(S(=O)(=O)N(C)C)c2)cn1	11	2.3	-32	-26	-13	-54
11	Cc1cc(NC(=O)NC(=O)c2ccccc2NC(=O)CN)ccc1Oc1ncc(Br)cn1	25	0.5	-26	-2	-6	-28
12	Cc1ccc(C2=NCCn3c2c2ccc(C(F)(F)F)cc2[n+]3[O-])cc1	12	0.6	-10	-52	-14	-12
13	C/C(=N\NC(=O)CCc1c[nH]c2ccccc12)c1cccc([N+](=O)[O-])c1	-25	0.8	-28	5	17	14
14	COc1ccc(Cc2nnc(NC(=O)c3ccccc3)s2)cc1OC	5	5.1	-13	-3	7	14
15	Cc1cc2oc(=O)cc(CN3CCC(C)CC3)c2c(C)c1Cl	15	6.3	-29	-160	-42	-187
16	Cc1ccc(Cn2c(=O)c3cccnc3n(CC(=O)Nc3cccc(C(F)(F)F)c3)c2=O)cc1	2	1.6	9	5	12	28

no.	TRPM1 prom inh	KKLEB tox	NR2E3 ag-1	TWEAK-Fn14 inh	aDG glyco act
9	12	-24	2	-2	0.1
10	-4	-1	1	-6	-0.3
11	14	-26	.	32	0.5
12	8	-16	0	19	0.0
13	5	-13	0	7	0.9
14	-8	6	.	-6	0.1
15	-58	4	-1	-11	0.4
16	-9	-8	-1	15	0.3

The results go on.
no.	SMILES	CF NFkB inh	iPSC survival up	NR2E3 ag-2	HIF-2a inh	Shn3 inh set2	Peg3 prom inh
17	COc1ccc(N=Cc2sc(O)c3ccccc23)cc1	-60	-2.3	-87	-288	-54	-321
18	COc1ccc(Nc2oc(-c3ccccc3Cl)nc2C#N)cc1	13	2.3	-109	-66	5	-8
19	O=C1c2ccccc2NC(c2ccc(-c3cccc(F)c3)o2)N1O (centres undefined)	-10	-3.7	-125	-277	-89	-340
20	Cc1ccc(-c2nnn(CC(=O)N(Cc3cccs3)C(C(=O)NCC3CCCO3)c3ccco3)n2)o1 (centres undefined)	-8	4.3	-10	10	16	18
21	COc1ccccc1NC(=O)c1ccc(Br)c(S(=O)(=O)N2CCCC2)c1	-21	1.1	-13	-25	12	0
22	O=C1CSC(=S)N1/N=C/c1ccc(C(F)(F)F)cc1	-1	0.0	-22	-7	4	1
23	Cc1nc2c(C(=O)NCc3ccc(F)cc3)c[nH]n2c(=O)c1Cl	2	1.3	9	-2	-8	6
24	CCOC(=O)Cc1csc(N/C(=N/S(=O)(=O)c2ccc(Cl)cc2)c2ccccc2)n1	16	-0.5	-1	1	6	15

no.	TRPM1 prom inh	KKLEB tox	NR2E3 ag-1	TWEAK-Fn14 inh	aDG glyco act
17	-32	2	4	-30	0.3
18	-6	-16	5	-1	-0.2
19	-84	-6	-3	-24	-0.2
20	3	3	2	4	-0.3
21	22	12	1	0	-0.1
22	-3	4	0	5	-0.2
23	18	1	-6	-5	0.0
24	3	10	-4	3	0.2

(next part)
no.	SMILES	CF NFkB inh	iPSC survival up	NR2E3 ag-2	HIF-2a inh	Shn3 inh set2	Peg3 prom inh
25	COc1ccccc1N(CC(=O)NCc1ccccc1)C(=O)CCC(=O)Nc1ccccn1	3	2.1	0	7	3	-4
26	COc1ccc(CC(=O)OCC(=O)Nc2ccc(Br)cc2)cc1	7	-1.3	1	16	15	14
27	O=C(c1ccc2c(c1)OCO2)C1CCCN(Cc2cn[nH]c2-c2ccccc2)C1 (centres undefined)	6	-0.2	-6	18	17	19
28	C[C@@H]1CN([C@H](C)CO)C(=O)CCCn2nncc2CO[C@H]1CN(C)C(=O)Nc1cccc2ccccc12	9	0.5	-18	14	-23	-7
29	O=C(Nc1ncn[nH]1)c1cccc(F)c1	3	1.0	-9	7	0	1
30	CC1(C)Cc2c(C#N)c(OCC(=O)c3ccccc3)nc(-c3ccoc3)c2CO1	-16	1.0	-3	16	0	-4
31	CC(=O)Nc1ccc(/C=N/NC(=O)CNC(=O)c2ccccc2)cc1	-14	-0.5	-5	20	-3	-6
32	O=C(CSc1nc2[nH]ncc2c(=O)[nH]1)NCc1ccccc1Cl	-9	-0.6	-14	16	6	-9

no.	TRPM1 prom inh	KKLEB tox	NR2E3 ag-1	TWEAK-Fn14 inh	aDG glyco act
25	2	4	-1	-1	-0.2
26	-4	3	3	-16	-0.1
27	-3	6	3	-5	0.5
28	.	-8	.	29	0.3
29	-9	-3	4	-5	0.1
30	0	-2	-1	0	0.0
31	7	17	-3	1	-0.2
32	-2	20	-2	-6	-0.4

Reprinted from the part before: four compounds; new compounds follow.
no.	SMILES	CF NFkB inh	iPSC survival up	NR2E3 ag-2	HIF-2a inh	Shn3 inh set2	Peg3 prom inh
29	O=C(Nc1ncn[nH]1)c1cccc(F)c1	3	1.0	-9	7	0	1
30	CC1(C)Cc2c(C#N)c(OCC(=O)c3ccccc3)nc(-c3ccoc3)c2CO1	-16	1.0	-3	16	0	-4
31	CC(=O)Nc1ccc(/C=N/NC(=O)CNC(=O)c2ccccc2)cc1	-14	-0.5	-5	20	-3	-6
32	O=C(CSc1nc2[nH]ncc2c(=O)[nH]1)NCc1ccccc1Cl	-9	-0.6	-14	16	6	-9
33	CC1(C)CC(=O)C(C=Nc2ccc(Cl)cn2)=C(O)C1	3	0.1	-11	1	-8	1
34	COc1ccc(-c2[nH]ncc2CN(CCO)Cc2cccs2)c(F)c1	0	1.9	-8	23	2	29
35	COCCn1cnc2c1c(=O)n(CC(=O)OCC(=O)NCCCc1ccccc1)c(=O)n2Cc1ccccc1	-6	3.2	8	25	8	6
36	CCCn1c(N)c(N(CCOC)C(=O)/C=C/c2ccc(C(=O)OC)cc2)c(=O)[nH]c1=O	4	-0.3	-20	-1	-10	8
37	Cc1ccccc1C(=O)Nc1ccccc1C(=O)NC1CC1	14	-0.6	-11	16	7	8
38	Cc1oc2ccc(O)cc2c1C(=O)c1ccc(F)cc1	7	0.0	-54	-1	.	-84
39	COC(=O)CNC(c1ccccc1Cl)c1cc(Br)ccc1NC(=O)CCN1CCOCC1 (centres undefined)	-12	-1.5	-24	18	1	20
40	Cc1cc(N2CC(C(=O)Nc3nccs3)CC2=O)ccc1C(C)C (centres undefined)	23	0.3	-10	-38	21	-25
41	O=C1C2C(C(=O)N1/N=C/c1cc([N+](=O)[O-])ccc1O)C1C=CC2C12CC2 (centres undefined)	0	-0.3	-9	-7	-10	10
42	Cc1ccc(CNc2nc(N)c([N+](=O)[O-])c(NCCO)n2)cc1	4	0.3	15	2	21	22

no.	TRPM1 prom inh	KKLEB tox	NR2E3 ag-1	TWEAK-Fn14 inh	aDG glyco act
29	-9	-3	4	-5	0.1
30	0	-2	-1	0	0.0
31	7	17	-3	1	-0.2
32	-2	20	-2	-6	-0.4
33	3	8	0	2	-0.2
34	10	13	0	1	0.2
35	0	6	3	5	0.1
36	2	2	-2	11	0.2
37	11	-16	-2	-3	-0.6
38	.	-4	3	6	0.1
39	-1	8	3	11	0.1
40	-10	-10	2	6	0.0
41	6	16	1	-11	-0.1
42	-18	4	-1	16	0.0

Screens as filed in PubChem BioAssay.

Compounds as they come, and some 4.4% of all compounds hit somewhere here.
